# High-throughput results from PubChem BioAssay.
# LAP4 TOR yeast – modulators of TOR pathway LAP4-GFP in S. cerevisiae; S. cerevisiae LAP4-GFP multiplex, flow cytometry GFP, 3 h; median GFP as percent of DMSO wells; GFP response vs DMSO, % at 10 µM; 320,000 tested, 0.34% active; AID 2023;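 active = GFP response vs DMSO above a set limit, about the screen mean plus 3 SD, cut at about 150% in these data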
# proCasp7 act – counter-screen for procaspase-3 activators: activators of human procaspase-7; P55210; recombinant procaspase-7, Ac-DEVD-pNA absorbance 405 nm; D23A/D198A/D206A triple mutant, cannot self-cleave; scale: DMSO 0, 5 µM enzyme 100; activation, % at 8.5 µM; 330,000 tested, 0.093% active; AID 463210;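 active = percent activation above the screen-wide mean plus 3 SD, cut at about 25% in these data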
#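 buffer or medium = Zinc-free HEPES/NaCl buffer, pH 7.4 | material = Procaspase-7 triple mutant (PC-7 D3A) | input = 2 µM procaspase-7 mutant as dispensed | signal = Epi-absorbance of released pNA at 405 nm, two timepoints | timing = 1 h preincubation, 2 h reaction | replicates = singlicate compound testing | evaluation = % activation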
# procasp3 activ – activates human procaspase-3 | P42574 | recombinant procaspase-3 D3A, Ac-DEVD-pNA absorbance 405 nm | activation, % at 8.5 µM | 330,000 tested, 0.11% active;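 active = activation above the mean of all tested compounds plus 3 SD, cut at about 21% in these data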;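 also: 0% = DMSO alone and 100% = DMSO wells spiked with extra 5 µM PC-3 D3A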
#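 Assay system: Autoprocessing-dead procaspase-3 D3A mutant enzyme; also added: Ac-DEVD-pNA; doses: one concentration, 8.5 µM nominal, 0.8% DMSO; times: 1 h compound preincubation, 2 h substrate hydrolysis at 25 °C; technique: 405 nm absorbance of p-nitroaniline, reads at 0 and 120 min; measure: % activation between DMSO and enzyme-spiked controls; repeats: single replicate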
# AHR act – activates the human aryl hydrocarbon receptor; AHR-responsive luciferase reporter cells, luminescence; activation, % at 5 µM; 320,000 tested, 2.5% active; AID 2796; in the data active = activation above about 47%;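 also: 0% = vehicle wells and 100% = reference agonist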
# Target sequence (P35869 whole entry, looked up): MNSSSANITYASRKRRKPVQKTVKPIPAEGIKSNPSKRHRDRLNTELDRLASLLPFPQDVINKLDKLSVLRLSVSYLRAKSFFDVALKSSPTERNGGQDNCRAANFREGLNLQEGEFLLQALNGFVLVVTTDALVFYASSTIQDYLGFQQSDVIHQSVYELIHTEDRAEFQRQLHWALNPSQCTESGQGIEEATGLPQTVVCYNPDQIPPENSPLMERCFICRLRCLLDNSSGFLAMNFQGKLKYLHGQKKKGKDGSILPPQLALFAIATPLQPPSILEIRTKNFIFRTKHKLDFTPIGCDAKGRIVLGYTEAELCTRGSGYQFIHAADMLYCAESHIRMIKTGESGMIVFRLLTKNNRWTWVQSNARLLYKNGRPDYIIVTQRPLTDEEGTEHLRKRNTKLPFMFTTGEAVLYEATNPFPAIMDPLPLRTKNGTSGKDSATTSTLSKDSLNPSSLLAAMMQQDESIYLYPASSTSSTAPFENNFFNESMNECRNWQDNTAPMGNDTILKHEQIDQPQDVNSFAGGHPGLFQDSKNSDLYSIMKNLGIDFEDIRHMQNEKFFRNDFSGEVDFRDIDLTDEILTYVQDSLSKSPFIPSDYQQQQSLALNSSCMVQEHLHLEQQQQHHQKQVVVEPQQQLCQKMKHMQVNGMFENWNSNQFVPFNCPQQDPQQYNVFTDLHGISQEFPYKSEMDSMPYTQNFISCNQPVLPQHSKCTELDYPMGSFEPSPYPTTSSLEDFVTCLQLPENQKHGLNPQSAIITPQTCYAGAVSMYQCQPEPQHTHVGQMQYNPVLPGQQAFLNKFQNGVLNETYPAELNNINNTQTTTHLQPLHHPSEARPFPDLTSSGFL
# ZTA counter – ZTA (EBV) inhibition in EBNA-1 counter-screen; P03206; ZTA-DNA binding, fluorescence polarization; inhibition, % at 11 µM; 320,000 tested, 0.15% active; in the data active = inhibition above about 33%
# MEP2-GFP yeast – yeast TOR pathway MEP2-GFP modulation. S. cerevisiae MEP2-GFP strain, flow cytometry GFP, 3 h; 100% = DMSO control level. GFP response vs DMSO, % at 10 µM. 330,000 tested, 0.51% active. AID 2016;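 active = GFP response versus DMSO above a set limit, roughly screen mean plus 3 SD, cut at about 180% in these data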;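 also: median GFP fluorescence of the barcode-gated MEP2-GFP cells per well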
# EBNA-1 inh – blocks EBNA-1 binding to DNA. EBNA-1 DNA binding, fluorescence polarization. inhibition, % at 14.8 µM. 300,000 tested, 0.34% active. AID 1950; in the data active = inhibition above about 28%
# RPL19A-GFP yeast – yeast TOR pathway RPL19A-GFP modulation; S. cerevisiae RPL19A-GFP strain, flow cytometry, 3 h; hits give low values; 330,000 tested, 0.3% active; AID 2025; percent response vs DMSO, % at 10 µM;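 active = percent response vs DMSO below 50%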;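 also: median channel GFP fluorescence of the barcoded RPL19A-GFP strain; ratio of sample median GFP to plate DMSO average so 100% = DMSO; lower means less RPL19A-GFP as with rapamycin TOR inhibition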
# An asterisk follows results filed as active; . = no result given.
SMILES,LAP4 TOR yeast,proCasp7 act,procasp3 activ,AHR act,ZTA counter,MEP2-GFP yeast,EBNA-1 inh,RPL19A-GFP yeast
NNC(=O)c1cnn(-c2ccccc2)c1-n1cccc1,104,6,-3,3,-2,113,-2,99
CC(=O)c1cccc(-n2nnnc2SCC(=O)Nc2cccc(NC(=O)c3ccco3)c2)c1,93,3,-12,35,17,99,-3,96
COC(=O)c1ccc(OCC2NCCc3cc(OC)c(OC)cc32)cc1 (stereo unspecified),102,-2,3,1,4,102,-6,96
CC(=O)c1ccc(N2CCN(C(=O)c3ccc4ccccc4n3)CC2)cc1,115,2,-3,3,8,97,2,96
COc1cc(NC(=O)CSc2nnc3n2C(C)(C)Cc2ccccc2-3)cc(OC)c1,98,-12,1,-10,-8,104,-7,99
O=C1CC(c2ccccc2)CC(=O)C1Sc1ccc(Cl)cc1 (stereo unspecified),95,1,0,-1,-2,97,9,98
NC(=O)/C=C/C(=O)Nc1ccc(Cl)cc1,105,-38,-26,4,-5,100,-1,96
c1cnc2c(Oc3ncnc4sccc34)cccc2c1,103,12,-1,4,11,105,-4,94
COCCN(CCOC)C(=O)CSc1ccc(S(=O)(=O)N2CCN(C)CC2)cn1,90,0,2,-1,3,95,.,91
COc1cc(C(=O)N=c2sc3ccccc3n2C)cc(OC)c1OC,104,5,8,17,11,107,6,101
O=C(c1cccnc1)N1N=C(C2CC2)CC1(O)C(F)(F)F (stereo unspecified),94,2,10,1,-4,93,8,96
CC(NC(=O)Cn1cccc1)c1ccccc1 (stereo unspecified),97,7,-3,-3,1,99,-10,99
Cc1cc2nc3n(c2cc1C)CC1CC(C(=O)NCCC(C)C)N(C)C31 (stereo unspecified),.,2,11,2,-5,.,-5,.
COc1cccc(NC(=O)C2CC(=O)N/C(=N/NC(=O)c3ccc(C)cc3)S2)c1 (stereo unspecified),117,7,-3,-3,7,93,-5,94
CCC(C)NC(=O)C(Sc1ccccc1)c1ccccc1 (stereo unspecified),96,0,2,0,6,104,-2,110
Cc1ccc(SCCNS(=O)(=O)c2ccc(F)cc2)cc1,89,1,5,1,1,94,2,95
COc1ccc(-c2oc(=O)c3cc(OC)c(OC)cc3c2/C=C/c2ccc([N+](=O)[O-])cc2)cc1,105,5,7,2,.,102,.,99
CC(C)(C)n1nnnc1C(c1ccccn1)N1CCN(C(c2ccccc2)c2ccccc2)CC1 (stereo unspecified),96,-2,-3,2,-15,103,-2,103
COc1cccc(NC(=O)CS(=O)(=O)c2cccc3nsnc23)c1,97,5,-1,12,3,102,-13,100
CCCC(=O)Nc1ccc(NC(=O)c2ccccc2OC)cn1,102,0,3,-6,-16,103,-2,104

# Sorted by length of the SMILES (rising): 7 of the compounds above
SMILES,LAP4 TOR yeast,proCasp7 act,procasp3 activ,AHR act,ZTA counter,MEP2-GFP yeast,EBNA-1 inh,RPL19A-GFP yeast
c1cnc2c(Oc3ncnc4sccc34)cccc2c1,103,12,-1,4,11,105,-4,94
CCC(C)NC(=O)C(Sc1ccccc1)c1ccccc1 (stereo unspecified),96,0,2,0,6,104,-2,110
CCCC(=O)Nc1ccc(NC(=O)c2ccccc2OC)cn1,102,0,3,-6,-16,103,-2,104
O=C(c1cccnc1)N1N=C(C2CC2)CC1(O)C(F)(F)F (stereo unspecified),94,2,10,1,-4,93,8,96
CC(=O)c1ccc(N2CCN(C(=O)c3ccc4ccccc4n3)CC2)cc1,115,2,-3,3,8,97,2,96
COc1cc(NC(=O)CSc2nnc3n2C(C)(C)Cc2ccccc2-3)cc(OC)c1,98,-12,1,-10,-8,104,-7,99
CC(C)(C)n1nnnc1C(c1ccccn1)N1CCN(C(c2ccccc2)c2ccccc2)CC1 (stereo unspecified),96,-2,-3,2,-15,103,-2,103

# Next structures
SMILES,LAP4 TOR yeast,proCasp7 act,procasp3 activ,AHR act,ZTA counter,MEP2-GFP yeast,EBNA-1 inh,RPL19A-GFP yeast
CN(C(=O)c1ccc2c(c1)OCO2)C1(C)CCS(=O)(=O)C1 (stereo unspecified),98,15,-2,-2,-5,104,4,97
CC(Oc1ccc(Cl)cc1Cl)C(=O)Nc1ccc(N2CCN(C)CC2)cc1 (stereo unspecified),99,3,4,5,-27,101,-6,102
O=C(NCCCNC(=O)c1cccs1)c1cccs1,107,11,3,0,-13,102,9,106
COc1ccc(NC(=O)c2cc(-c3ccc(OC)c(OC)c3)on2)cc1OC,114,10,14,-2,-4,108,-2,101
CC(C)Oc1ccc(C2CC(=O)N(c3ccccc3)C2=O)cc1 (stereo unspecified),95,3,2,9,16,104,0,.
O=C(c1ccccc1F)N(Cc1cccs1)C1CCS(=O)(=O)C1 (stereo unspecified),97,-5,4,-1,8,84,-14,98
Cc1oc2ccc(NS(=O)(=O)c3ccc(C(C)(C)C)cc3)cc2c1C(=O)Nc1ccccc1,99,2,-8,4,6,95,-4,96
Cc1c(C(=O)NC2CCCCC2)oc2c1C(=O)CC(C)(C)C2,95,-3,12,0,2,98,2,96
Cc1ccccc1CNS(=O)(=O)c1ccc2c(c1)OCCO2,99,0,2,-1,-17,101,-2,94
Cc1ccccc1NC(=O)c1cc(S(=O)(=O)N2CCOCC2)cn1C,117,0,-3,-2,-3,103,1,109
Cc1nn(C)cc1-c1csc(N)n1,96,-8,2,-1,-8,98,6,101
N#Cc1c(Nc2ccccc2)c(/C=N/NCCO)c[nH]c1=O,97,-7,-4,5,2,94,4,97
COc1ccc(C(=O)Nc2ccc(NC(=O)C3CC3)nc2)cc1,103,-3,1,-4,2,106,-8,106
COc1ccc(NC(=O)c2ccc(COCC(F)(F)C(F)F)cc2)cc1OC,113,5,-1,3,-9,111,2,113
Cc1ccc(NC(=O)c2cc(=O)[nH]c3ccc(S(=O)(=O)N4CCOCC4)cc23)cc1,106,-3,1,7,-3,109,.,102
CC1CCCC(NC(=O)c2ccc3c(c2)NC(=O)CS3)C1C (stereo unspecified),106,-3,-7,2,5,106,2,102
COc1ccc(OCCCC(=O)Nc2ccc(OC)c(S(=O)(=O)N3CCOCC3)c2)cc1,102,2,3,9,-14,103,.,108
O=C(CCCN1C(=O)/C(=C\c2cccs2)SC1=S)Nc1ccc(O)cc1C(=O)O,94,-12,-15,0,9,99,9,103
CCS(=O)(=O)C1=NSC2=NC(=O)/C(=C\c3ccc(OS(=O)(=O)c4ccccc4)c(OC)c3)C(=N)N21,84,-3,-5,0,-7,97,-1,94
CCCCC1C2C(=O)N(c3ccc(C)cc3)C(=O)C2ON1c1ccccc1 (stereo unspecified),90,-4,-4,0,4,89,6,78
COc1ccccc1CNC(=O)CS(=O)Cc1nc(-c2ccc(OC)c(OC)c2)oc1C (stereo unspecified),78,-5,3,7,8,103,4,44*
CSc1nsc(SC)c1CO,105,7,-2,-1,0,97,-3,97
COc1ccc(-c2cc(C)no2)cc1S(=O)(=O)N1CCCN(Cc2ccccc2Cl)C1,96,11,-4,2,-2,113,-1,95
O=S(=O)(N(Cc1ccccc1)[C@@H](CO)Cc1ccccc1)N(Cc1ccccc1)[C@@H](CO)Cc1ccccc1,91,6,1,1,.,98,.,100
Nc1c(C(=O)N/N=C/c2cccnc2)oc2nc(-c3ccccc3)cc(-c3ccco3)c12,108,-2,3,37,-8,98,-5,97
O=C1NCC(=O)N2C(c3ccccc3)c3[nH]c4ccccc4c3C[C@@H]12 (stereo partly specified),91,-14,-4,14,-4,106,-20,107
Cc1cc(F)ccc1Oc1cc(NN2CCCCC2)c([N+](=O)[O-])cc1[N+](=O)[O-],107,5,-11,4,0,94,-7,99
CCn1nc(C)c(C2C(C#N)=C(N)OC3=C2C(=O)CCC3)c1C (stereo unspecified),102,-2,2,0,14,99,-12,101
Cc1ccc(-c2cc(C(=O)N3CCCc4ccccc43)c3ccccc3n2)cc1,107,3,5,3,-1,102,-3,104
O=C(COc1cccc(Cl)c1)NCC(c1cccs1)N1CCOCC1 (stereo unspecified),100,-5,1,5,-12,108,.,105
O=C(CNC(=O)c1ccccc1F)NCCCN1CCCC1=O,106,6,7,1,-4,99,-6,96
CCOC(=O)C(=Cc1ccc(-n2ccnc2)cc1)C(=O)OCC,99,9,-5,1,1,105,5,107
CCn1c(=O)c([N+](=O)[O-])c(NCCc2ccccc2)c2ccccc21,94,-2,-4,-3,-1,102,-8,101
Cc1cc(N2CCOCC2)nc(SCC(=O)c2ccccc2)n1,104,3,2,6,-12,107,5,105
COc1ccc(/C=N/NC(=O)c2ccccc2OCc2ccccc2)c(OC)c1,89,4,-2,11,-12,104,-11,81
Cc1cc(C)cc(NC(=O)CSc2nnc(NC(=O)C3CC3)s2)c1,95,3,-8,10,3,102,20,100
CCCCC#Cc1ccc(C(=O)NNC(=O)Nc2ccccc2)o1,106,-2,-14,4,6,110,-10,106
CCCc1cc(=O)oc2cc(OCC(=O)NCCc3c[nH]c4ccc(OC)cc34)ccc12,105,-5,11,7,-5,98,-1,101
CCN(CC)S(=O)(=O)c1ccc(C)c(NC(=O)CNc2cccc(S(=O)(=O)N3CCOCC3)c2)c1,100,8,0,0,11,97,5,98
COc1ccc2c(c1)[C@@H]1[C@H](CO2)[C@H](c2ccccc2)[C@]2(C)C(=O)NCC(=O)N12,98,19,-5,-2,-18,102,.,105

# 2 records drawn at random from the list so far:
SMILES,LAP4 TOR yeast,proCasp7 act,procasp3 activ,AHR act,ZTA counter,MEP2-GFP yeast,EBNA-1 inh,RPL19A-GFP yeast
CCN(CC)S(=O)(=O)c1ccc(C)c(NC(=O)CNc2cccc(S(=O)(=O)N3CCOCC3)c2)c1,100,8,0,0,11,97,5,98
Cc1cc(N2CCOCC2)nc(SCC(=O)c2ccccc2)n1,104,3,2,6,-12,107,5,105
